TIM10 inh: growth inhibitors of isogenic TIM10 control yeast, primary screen, counter-screen for tim10-1 yeast inhibitor project, luminescence, uHTS | AID 463195, 2010 | inhibition, % at 10 µM | S. cerevisiae TIM10 strain growth, BacTiter-Glo luminescence, 24 h | 330,000 compounds, 1.4% hits;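 active = inhibition of 40% or more at the single tested concentration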;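 also: wild-type TIM10 isogenic control strain grown at permissive 25 °C; 0% = DMSO yeast wells and 100% = minimal medium wells without yeast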
Mdm2 MdmX PPI: inhibitors of human Mdm2-MdmX association, primary screen, cell-based, luminescence, split luciferase, SaOS-2, uHTS | AID 485346, 2010 | 330,000 compounds, 3% hits | Protein Mdm4 (Homo sapiens) + E3 ubiquitin-protein ligase Mdm2 (Homo sapiens), … | SaOS-2 split-luciferase Mdm2/MdmX complementation | inhibition, % at 8 µM;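 active = inhibition of at least 50% at 8 µM in the primary screen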
Target sequence (O15151 whole entry, looked up): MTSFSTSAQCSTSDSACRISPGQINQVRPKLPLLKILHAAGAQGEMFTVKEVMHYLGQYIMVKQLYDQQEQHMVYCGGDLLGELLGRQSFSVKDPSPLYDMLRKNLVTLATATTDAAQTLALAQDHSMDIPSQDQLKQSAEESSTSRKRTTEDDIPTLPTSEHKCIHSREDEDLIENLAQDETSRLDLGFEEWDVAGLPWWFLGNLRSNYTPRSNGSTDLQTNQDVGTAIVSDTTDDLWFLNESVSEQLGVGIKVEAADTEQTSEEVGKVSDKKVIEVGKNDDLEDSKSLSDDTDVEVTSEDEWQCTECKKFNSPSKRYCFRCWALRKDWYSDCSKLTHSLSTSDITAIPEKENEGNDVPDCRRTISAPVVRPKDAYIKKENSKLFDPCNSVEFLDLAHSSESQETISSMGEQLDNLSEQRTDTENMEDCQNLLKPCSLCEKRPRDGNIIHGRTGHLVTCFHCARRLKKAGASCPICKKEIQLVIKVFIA
Target sequence (Q00987 whole entry, looked up): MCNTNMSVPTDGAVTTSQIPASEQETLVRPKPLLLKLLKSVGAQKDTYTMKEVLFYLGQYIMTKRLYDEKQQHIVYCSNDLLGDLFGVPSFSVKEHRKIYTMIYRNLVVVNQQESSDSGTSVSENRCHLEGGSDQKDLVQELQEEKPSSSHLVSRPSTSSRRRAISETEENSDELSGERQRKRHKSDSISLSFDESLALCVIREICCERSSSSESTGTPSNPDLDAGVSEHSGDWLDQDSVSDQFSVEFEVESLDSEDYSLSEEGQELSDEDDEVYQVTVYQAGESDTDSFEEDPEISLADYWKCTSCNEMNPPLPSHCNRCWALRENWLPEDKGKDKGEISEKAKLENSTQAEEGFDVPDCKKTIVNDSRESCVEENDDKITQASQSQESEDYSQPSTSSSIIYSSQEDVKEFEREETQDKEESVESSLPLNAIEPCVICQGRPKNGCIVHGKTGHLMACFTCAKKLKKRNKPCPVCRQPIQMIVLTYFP
Jurkat NFkB inh: inhibitors of induced NF-kB luciferase reporter, primary screen, TCR NF-kB activation inhibitor project, cell-based, luminescence, uHTS; Jurkat, PMA/ionomycin-induced NF-kB luciferase reporter; inhibition, % at 4 µM; 330,000 compounds, 0.53% hits; in the data active = inhibition above about 50%
tim23-1 inh: growth inhibitors of tim23-1 mutant yeast, primary screen, luminescence, uHTS. S. cerevisiae tim23-1 growth, BacTiter-Glo luminescence, 24 h. inhibition, % at 20 µM. 330,000 compounds, 1.3% hits;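 active = growth inhibition of the mutant yeast at or above 50%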;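 also: temperature-sensitive mutant grown at 25 °C; plate controls were DMSO-treated mutant yeast for no effect and medium wells lacking yeast for full effect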
697 NFkB inh: inhibitors of PMA/ionomycin-induced NF-kB reporter, 697 cells, primary screen, B-cell NF-kB inhibitor project, cell-based, luminescence, uHTS. 330,000 compounds, 0.33% hits. AID 435022, 2010. inhibition, % at 4 µM. 697 B-cell NF-kB luciferase reporter, 16 h; in the data active = inhibition above about 35%
UPR XBP1 act: activators of adaptive XBP1 UPR arm, primary screen, cell-based, CHO-XBP1 luciferase reporter, luminescence, uHTS. IRE1-XBP1 UPR activation; percent of tunicamycin response, DMSO as zero. activation, % at 20 µM. 330,000 compounds, 0.33% hits. AID 463104, 2010;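 active = versus positive control, 20 µM dose yields 30% or more activation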;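 also: 100% = tunicamycin at 10 µg/mL and 0% = DMSO only wells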
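Material: CHO cell line with stable XBP1 luciferase reporter; schedule: 16-18 h cell attachment at 37 °C, then 6 h compound exposure; signal: glow luminescence from Steady-Glo reagent; medium: serum-containing F12 medium, 10% FBS; benchmarks: tunicamycin 10 µg/mL and vehicle-only wells; read-out: percent activation relative to tunicamycin reference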
tim10-1 inh: growth inhibitors of tim10-1 mutant yeast, primary screen, luminescence, uHTS; S. cerevisiae tim10-1 ts strain growth, BacTiter-Glo, 24 h; inhibition, % at 20 µM; 330,000 compounds, 2.2% hits;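 active = inhibition of at least 40%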;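 also: mutant grown at 25 °C; 0% = DMSO wells with yeast and 100% = wells holding no yeast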
CHOP UPR activ: activators of apoptotic CHOP UPR arm, primary screen, cell-based, CHO-CHOP luciferase reporter, luminescence, uHTS | activation, % at 10 µM | 330,000 compounds, 0.34% hits | AID 449763, 2010 | UPR activation; percent of tunicamycin response over DMSO baseline;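 active = at 10 µM dose, activation of 40% or more, normalized to positive control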;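 also: 100% = tunicamycin at 10 µg/mL and 0% = DMSO alone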
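System: CHO-CHOP luciferase reporter cell line; amount: 500 cells/well; buffer or medium: F12 medium containing 10% fetal bovine serum; incubation: 6 h compound exposure at 37 °C after overnight seeding; measured by: luciferase luminescence after 10 min with Steady-Glo reagent; evaluation: % reporter activation, DMSO baseline versus tunicamycin full activation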
Starred values were filed as active, the others as inactive; . = no result given. Rows are unselected; overall some 6.6% were active at least once.

SMILES	TIM10 inh	Mdm2 MdmX PPI	Jurkat NFkB inh	tim23-1 inh	697 NFkB inh	UPR XBP1 act	tim10-1 inh	CHOP UPR activ
CCCn1nnnc1NCc1cccc(OC)c1OCC	5.4	15.5	-12.8	12.9	-8.9	-1.7	-5.0	1.8
CCN(Cc1ccccc1)C(=O)c1ccc(CS(=O)c2ccccc2C)o1 (stereo unspecified)	1.3	12.4	3.5	17.5	-1.5	-6.8	17.5	-3.0
O=C(NCCS(=O)(=O)N1CCN(c2ccccc2)CC1)c1cccc(F)c1	-5.1	21.6	1.6	-0.3	10.5	-2.1	7.8	0.2
CC(NC(=O)Nc1ccc2c(c1)OCO2)C1CCCO1 (stereo unspecified)	-3.0	-1.3	-31.4	-2.1	-20.6	0.6	11.0	1.7
COc1ccccc1N=c1sc2ccccc2n1C	26.2	36.0	-7.5	44.5	13.4	-3.1	32.4	-2.3
O=C(COc1ccccc1)Nc1ccccc1N1CCN(c2ccc(F)cc2)CC1	-6.3	11.9	0.3	-3.4	-32.0	-2.8	-26.3	-1.5
CC(=O)NCCc1ccc(C(=O)Cn2cnc3ccccc3c2=O)cc1	-2.3	-41.5	-47.5	10.0	-26.6	-3.8	8.2	1.4
COC(=O)c1cc(C(=O)OC)n(Cc2ccc(Br)cc2)n1	11.6	13.6	0.3	14.6	12.7	1.4	6.0	0.8
Cc1cn([C@H](C(=O)NCCCCCCCCCCC(=O)N2CCNCC2)[C@@H](C)O)nn1	2.1	-16.0	-0.5	10.0	2.2	2.9	0.0	-3.7
O=C(c1ccc(COc2ccccc2Br)o1)N1N=C(C(F)F)CC1(O)C(F)F (stereo unspecified)	27.7	14.8	7.7	11.8	-0.7	-1.8	32.3	0.9
COc1ccc(S(=O)(=O)N2CCCCCC2)cc1C(=O)OCC(=O)NC(N)=O	5.8	8.9	-6.7	5.1	-1.0	4.9	30.5	-2.0
C[C@]12c3[nH]c4ccc(Cl)cc4c3CCN1C(=O)[C@@H](CC(=O)NCCc1ccccn1)C[C@@H]2C(=O)N1CCOCC1	-6.8	6.4	.	21.2	18.4	1.2	-6.0	0.4
CC1CC(C)CN(C(=O)CN2C(=O)NC3(CCCCCCC3)C2=O)C1 (stereo unspecified)	-0.4	-13.6	-7.8	19.7	-3.2	-0.3	6.4	0.8
CCOC(=O)c1ccccc1NC(=O)COc1ccccc1	-12.5	-7.5	-8.7	-13.7	-39.9	-0.9	25.2	-1.4
CCO/C(=C/c1sc2ccc(OC)cc2[n+]1CCCS(=O)(=O)[O-])CC	-5.5	-5.1	-6.1	9.4	9.8	2.3	0.9	-1.3
Cc1ccc(N2CC(C(=O)N3CCC(C(=O)Nc4nnc(C(C)C)s4)CC3)CC2=O)cc1 (stereo unspecified)	-9.1	-8.1	-13.5	11.0	-9.5	1.6	7.7	1.2
COc1cccc(/C=N/NC(=O)CCn2cnc3ccccc32)c1	0.0	-22.2	-7.3	22.3	-16.6	6.0	-0.1	0.0
CC(C)(C)OC(=O)NCCCCCc1nnc(SCc2c(F)cccc2Cl)o1	15.6	9.8	-18.5	22.5	-10.7	-3.5	25.9	0.8
CCCC1(CCC)NC(=O)N(CC(=O)Nc2ccccc2OC)C1=O	-11.2	26.8	0.8	16.9	4.4	-1.4	14.7	0.2
CCOC(=O)N1CCc2c(sc(NC(=O)C3=COCCO3)c2C(N)=O)C1	14.0	-1.7	-13.2	21.1	-13.6	0.1	18.3	2.2
Cc1ccc(S(=O)(=O)N(C)C)cc1-n1c(SCC(=O)N(C)C)nc2ccccc2c1=O	7.1	15.9	1.8	9.8	-17.8	-3.1	18.3	-0.6
Cc1nn(-c2ccccc2)c2sc(C(=O)N3CCCCC3)cc12	11.7	-17.6	-20.0	41.4	-41.1	3.0	21.9	5.9
CC(=O)c1ccc2c(c1)CC(C)C(=O)N2C (stereo unspecified)	-5.8	8.2	19.3	-0.1	13.8	-0.8	-9.3	1.2
Cc1ccc(S(=O)(=O)N2CCN(C(=O)c3cccs3)CC2)cc1C	23.2	8.1	13.9	13.5	14.7	-3.0	17.8	0.0
C=CCn1c(Cc2cccs2)nnc1SC/C=C/c1ccccc1	12.0	-23.5	-3.6	29.9	7.3	2.2	28.5	4.4
COc1ccc(OC)c(NC(=O)CN2CCC(NC(=O)c3ccccc3C)CC2)c1	-3.8	11.8	4.8	-7.1	6.7	-3.1	-6.9	-1.0
COc1ccc(CN(C(=O)c2snc(C(N)=O)c2N)C(C)C(=O)NCc2ccc(F)cc2)cc1 (stereo unspecified)	-8.2	17.7	-8.4	19.3	7.8	-0.2	5.6	0.7
O=c1cc(-c2ccccc2Cl)oc2c([N+](=O)[O-])c(O)cc(O)c12	-5.7	82.6*	5.8	-5.3	-67.2	-5.3	9.0	-0.9
COc1cccc(NC(=O)c2ccc3c(c2)N(C)CCS3)c1	14.2	-171.2	-129.7	24.9	-15.4	-0.6	25.1	5.4
CC1OC(Oc2ccc3ccc(=O)oc3c2-c2c(O)ccc3cc(Oc4ccc5ccc(=O)oc5c4)c(=O)oc23)C(O)C(O)C1O (stereo unspecified)	-5.7	10.5	-2.9	8.3	11.2	-3.1	-0.6	-1.2
CCOC(=O)c1nn(-c2ccccc2)c(=O)c2c(N)scc12	24.8	-3.2	-6.8	15.9	-17.7	3.3	51.4*	2.0
COc1ccc(N=Cc2c(O)ccc3ccccc23)cc1	18.7	12.2	-0.7	56.8*	16.7	-3.9	35.0	-0.3
COc1cccc(NC(=O)N2CCC(NC(=O)C(Cc3cccc(C)c3)NC(C)=O)CC2)c1 (stereo unspecified)	-17.1	2.3	2.3	3.7	8.3	-8.1	-0.7	1.1
CC1(NC(=O)/C=C/c2nc3ccccc3s2)CCS(=O)(=O)C1 (stereo unspecified)	-3.3	2.5	-26.9	-14.9	-23.1	1.6	0.0	-0.1
CCOC(=O)CC(=O)CSc1ncc(C(=O)OCC)c(N)n1	-9.6	22.1	-2.1	13.2	5.8	-2.3	-0.2	-0.7
CC(OC(=O)c1cc(=O)c2ccccc2o1)C(=O)Nc1ccc(N(C)C)cc1 (stereo unspecified)	5.7	15.9	-7.8	-7.5	24.5	-2.8	-5.1	0.7
O=C(Nc1cccc(C(=O)O)c1)Nc1cccc2ccccc12	-8.3	10.4	-2.2	11.6	-19.5	-3.5	3.3	-1.2
C=CCn1c(O)c(N=NC(=O)OCC)c2ccccc21	-3.9	-4.0	11.1	12.0	5.0	0.1	17.6	-0.7
CN(C)C(=S)Nc1ccc(Cc2ccncc2)cc1	8.2	-5.9	-8.8	6.3	-3.5	-2.5	20.9	-1.4
O=C(NCc1ccco1)C1CCN(C(=O)c2ccc(Cl)cc2Cl)CC1	8.0	-12.1	5.8	2.2	4.0	-0.4	-2.7	-1.7

The final five compounds of the part before lead into the next:
SMILES	TIM10 inh	Mdm2 MdmX PPI	Jurkat NFkB inh	tim23-1 inh	697 NFkB inh	UPR XBP1 act	tim10-1 inh	CHOP UPR activ
CC(OC(=O)c1cc(=O)c2ccccc2o1)C(=O)Nc1ccc(N(C)C)cc1 (stereo unspecified)	5.7	15.9	-7.8	-7.5	24.5	-2.8	-5.1	0.7
O=C(Nc1cccc(C(=O)O)c1)Nc1cccc2ccccc12	-8.3	10.4	-2.2	11.6	-19.5	-3.5	3.3	-1.2
C=CCn1c(O)c(N=NC(=O)OCC)c2ccccc21	-3.9	-4.0	11.1	12.0	5.0	0.1	17.6	-0.7
CN(C)C(=S)Nc1ccc(Cc2ccncc2)cc1	8.2	-5.9	-8.8	6.3	-3.5	-2.5	20.9	-1.4
O=C(NCc1ccco1)C1CCN(C(=O)c2ccc(Cl)cc2Cl)CC1	8.0	-12.1	5.8	2.2	4.0	-0.4	-2.7	-1.7
O=C(O)C1C2CCC(C2)C1C(=O)NCCc1ccccc1 (stereo unspecified)	2.4	2.2	-1.2	-3.6	-2.2	-1.1	1.7	-1.1
C=CCSc1nc2ccccc2n1S(=O)(=O)c1ccc(Cl)cc1	-3.4	-21.7	-29.5	24.7	-31.0	-3.0	28.9	0.7
CSc1nn2c(C)c(C)c(C)nc2c1C#N	15.2	-8.2	4.8	15.4	24.5	1.1	30.0	-1.4
COC(=O)c1ccccc1NC(=O)NCCc1ccc(OC)c(OC)c1	10.3	16.0	-15.9	4.6	-7.2	-1.2	14.3	0.9
CC1Cc2nc(SCC(=O)NCC3CCCO3)n(-c3ccc(F)cc3)c(=O)c2S1 (stereo unspecified)	-3.0	23.4	-5.0	1.1	-17.8	0.4	-15.2	-1.8
Cc1cc[n+](-c2nc3ccccc3nc2[N-]S(=O)(=O)c2ccccc2)cc1	3.9	16.6	-3.3	8.7	16.2	-1.2	22.8	2.7
COc1ccc(C(=O)OCc2c(F)cccc2Cl)cc1S(=O)(=O)N1CCOCC1	24.0	-3.1	-15.9	37.5	10.4	4.7	18.5	-1.2
COc1cccc(CNC(=O)COC(=O)c2ccc(Cl)s2)c1	5.5	21.7	-2.3	10.8	13.7	-1.3	7.1	-0.9
O=c1ccc2ccc(Oc3ccc([N+](=O)[O-])cc3[N+](=O)[O-])cc2o1	19.1	57.6*	-0.8	49.8	1.3	1.6	16.5	-1.4
CCn1c(SCC#N)nc2c(c1=O)C1(CCCC1)Cc1ccccc1-2	24.3	9.9	-13.7	49.9	13.3	0.5	34.0	7.8
COC(=O)c1cn(NC(=O)c2ccccc2[N+](=O)[O-])c(=O)c2ccccc12	-11.6	17.8	-5.0	16.4	21.7	-1.0	3.0	0.0
COc1ccccc1C(=O)OCc1nc(N)nc(Nc2ccccc2C)n1	19.3	-11.6	-27.0	4.6	-4.3	4.5	20.4	1.5
Cc1nn(C)c(C(=O)NNC(=S)NCC(C)C)c1Cl	7.2	14.9	3.2	16.1	5.5	-2.5	13.7	1.4
CCCN(Cc1nc2cc(Cl)ccc2c(=O)[nH]1)C(=O)c1ccc(S(=O)(=O)N2CCCC2)cc1	-6.1	16.0	-3.7	4.1	21.0	-2.8	7.0	-0.8
Cc1ccc(S(=O)(=O)N(CC(O)CN2CCCCC2)c2ccccc2)cc1 (stereo unspecified)	-5.9	13.2	-0.8	-11.4	-4.3	-0.6	-0.4	-0.9
CC(C)C(NS(=O)(=O)c1ccc2c(c1)oc(=O)n2C)C(=O)N1CCN(C2CCCCC2)CC1 (stereo unspecified)	9.1	-20.1	5.1	0.0	12.8	-5.7	-1.1	0.6
Cc1nn(C(=O)Cn2cc([N+](=O)[O-])cn2)c(C)c1Cl	-3.4	18.8	-0.5	7.9	12.4	-1.6	-2.7	-1.2
Cc1nc(C)c(C(=O)N(c2ccc(C)c(C)c2)C(C(=O)NCc2ccco2)c2ccccc2)s1 (stereo unspecified)	2.2	-6.5	-7.1	19.1	-4.6	-5.1	3.0	-1.3
O=C(Nc1ccc(S(=O)(=O)Nc2ccccn2)cc1)c1cccc([N+](=O)[O-])c1	8.1	8.1	-5.7	4.2	-18.3	-1.5	5.8	0.6
Cc1nnc(SCC(=O)N2CCc3ccccc32)s1	11.2	-4.7	-22.9	9.9	-6.4	0.3	2.2	0.3
